# ELG1 genotoxic: qHTS screen for small molecules that induce genotoxicity in human embryonic kidney (HEK293T) cells expressing luciferase-tagged ELG1 | Potency, µM (top dose mostly 46 µM), without a hit: at the highest dose activity change, positive = activation, usual class: activators | 330,000 tested, 1.3% active | HEK293T ELG1-luciferase reporter, luminescence, 16 h; also: potency is read from the fitted curve at half-maximal effect; % of control where 0% means no effect; nearly all actives have a fitted effect of over 60% in size
#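 Step 1: seed 2,000 HEK293T ELG1-luciferase cells per well. Step 2: add compound or DMSO, incubate 16 hr at 37 °C. Step 3: ONE-Glo, 30 min at room temperature, read luminescence.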
# S-ASM inh: Inhibitors of Secretory Acid Sphingomyelinase (S-ASM): qHTS; Potency, µM (series often up to 57.5 µM), for the others: top-dose activity change, negative = inhibition, most hits filed as inhibitors; AID 504937, 2011; Sphingomyelin phosphodiesterase (Homo sapiens), P17405; placental ASM, HMU-PC fluorogenic substrate, 60 min; 340,000 tested, 0.006% active; also: potency is read from the fitted curve at half-maximal effect
#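 Fluorogenic HMU-PC substrate (9 uM final) is turned over by placental ASM in 60 min at 37 C after a 10 min compound preincubation. Reaction ended by alkaline stop (pH 10), with fluorescence read at 386/447 nm.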
# Integrin act MD: qHTS for Activators of Integrin-Mediated Alleviation for Muscular Dystrophy; alpha7betagal myoblasts, beta-gal FDG fluorescence, 48 h; AID 624291, 2012; 350,000 tested, 0.064% active; Potency, µM (doses to about 38.3 µM), for the others: at the highest dose activation, usual class: activators;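 also: potency is read from the fitted curve at half-maximal effect; 100% = response of the positive control SU9516; nearly all actives have a fitted effect of over 60% in size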
#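 alpha7betagal+/- myoblasts (passage 13, 250/well) treated 48 h at 37C with compounds at 1:260 dilution of DMSO stock. Lysed, then beta-galactosidase activity read as FDG fluorescence (ex 480/em 540) after 30 min, with pre-read for autofluorescence.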
# p53 reactivation: qHTS assay for re-activators of p53 using a Luc reporter; H1299 p53-A138V BP100-luciferase reporter, luminescence, 24 h; Potency, µM (highest dose often 92.2 µM), for the others: at the top dose activity change, positive = activation, hits mostly activators; 320,000 tested, 0.063% active; AID 504706, 2011; also: potency is read from the fitted curve at half-maximal effect; % of control where 0% means no effect; nearly all actives have a fitted effect of over 45% in size
#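 H1299 (p53-null), stable ts p53-A138V + BP100-Luc; 1000 cells/well, Opti-MEM/10% FBS; cpd 4 pt, 1:5; 24 h, 37 deg C, 5% CO2; detection reagent 10 min RT; luminescence.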
# TRPV1 agonist: HTS Assay for Compounds that Act as Agonists of the Vanilloid Receptor 1; Transient receptor potential cation channel subfamily V member 1 (Homo sapiens), Q8NER1; TRPV1-expressing cells, Fluo-8 calcium influx, agonist mode; activation, % at 8.33 µM; 320,000 tested, 0.19% active; in the data active = activation above about 80%; inconclusive = between about 30% and that limit; also: 0% is about no effect
#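 TRPV1-expressing cells were cultured overnight at 35.5C and loaded with Fluo-8 calcium dye for 40 to 90 min at room temperature. After a 10 s baseline, compound was added and calcium influx was read kinetically for 3 min (ex 480/em 520 nm).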
# B2AR arrestin: qHTS assay of beta-arrestin-biased ligands of beta2-adrenergic receptor; beta-arrestin recruitment to beta2AR, cell-based reporter; Beta-2 adrenergic receptor (Homo sapiens), P07550; 330,000 tested, 0.02% active; Potency, µM (highest dose often 46.1 µM), for inactives: at the top dose activation, most hits filed as activators;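 also: potency is read from the fitted curve at half-maximal effect; 0% = DMSO controls and full agonism = EC100 isoproterenol or metaproterenol; nearly all actives have a fitted effect of over 65% in size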
# PTAP TSG101 blk: qHTS Assay for Iinhibitors of HIV-1 Budding by Blocking the Interaction of PTAP/TSG101; Tumor susceptibility gene 101 protein (Homo sapiens), Q99816; Fluorescence polarization, FITC-PTAP peptide / Tsg101 binding; Potency, µM (doses to about 115 µM), for inactives: at the top dose activity change, negative = inhibition, usual class: inhibitors; 340,000 tested, under 10 active; active = well fitted inhibition curve with a large enough effect in the main read-out, with a control signal flat, not every such curve was filed as active; inconclusive = small, poorly fitted or top-dose-only effect, or effect the other way, or a change in a side signal; inactive = no such curve, though single readings can be large or run the other way; also: potency is read from the fitted curve at half-maximal effect; % of control where 0% means no effect
# Target sequence (Q99816 whole entry, looked up): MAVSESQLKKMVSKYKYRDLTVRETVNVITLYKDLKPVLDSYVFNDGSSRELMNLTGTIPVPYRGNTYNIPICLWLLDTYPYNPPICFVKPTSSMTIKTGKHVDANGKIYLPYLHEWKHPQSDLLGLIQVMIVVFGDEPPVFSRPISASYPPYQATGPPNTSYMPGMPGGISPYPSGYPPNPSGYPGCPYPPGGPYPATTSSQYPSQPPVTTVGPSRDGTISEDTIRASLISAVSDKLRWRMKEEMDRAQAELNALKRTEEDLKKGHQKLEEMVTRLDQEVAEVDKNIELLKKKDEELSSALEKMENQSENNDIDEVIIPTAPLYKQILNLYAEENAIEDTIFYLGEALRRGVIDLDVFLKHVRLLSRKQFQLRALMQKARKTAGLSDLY
#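 Tsg101 binding domain (10 uM final) was mixed with compound and a FITC-labeled PTAP peptide (50 nM final) in HEPES pH 7.5 buffer with NaCl, Tween 20, EDTA and TCEP; fluorescence polarization was read after 20 min at r.t.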
# BRCA1 expr act: qHTS Assay to Identify Small Molecule Activators of BRCA1 Expression; MCF7-BRCA1-FFLuc reporter, luminescence, 48 h; response scale: scaled: vehicle 0%, 10 µM genistein 100%; Potency, µM (top dose mostly 46.1 µM), for inactives: at the top dose activation, actives largely listed as activators; 380,000 tested, 1.1% active; AID 624202, 2012; also: potency is read from the fitted curve at half-maximal effect; nearly all actives have a fitted effect of over 80% in size; some results filed as inactive show a strong effect at the top dose
#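 48 h compound treatment of MCF7-BRCA1-FFLuc cells (phenol-red free MEM, 37 °C), then 15 min with luciferase substrate and luminescence imaging.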
# uPA surface inh: qHTS for Inhibitors of Cell Surface uPA Generation | 330,000 tested, 0.31% active | cell surface uPA generation assay, qHTS | Potency, µM (highest dose often 38.3 µM), for the others: at the highest dose activity change, negative = inhibition, hits mostly inhibitors; active = well fitted inhibition curve with a large enough effect; inconclusive = small, poorly fitted or top-dose-only effect; inactive = no such curve, though single readings can be large or run the other way; tested in mouse RAW 264.7 cells; also: potency is read from the fitted curve at half-maximal effect; % is scaled to controls: 0 for no effect and ±100 for the full control effect; nearly all actives have a fitted effect of over 55% in size
# USP2a block: qHTS Assay for Inhibitors of Ubiquitin-specific Protease USP2a Using CHOP2 as the Reporter; 330,000 tested, 0.01% active; USP2 core, Ub-CHOP2 coupled fluorogenic reporter, 485/531; Potency, µM (series often up to 38.3 µM), for the others: at the top dose activity change, negative = inhibition, actives largely listed as inhibitors; Ubiquitin carboxyl-terminal hydrolase 2 (Homo sapiens), O75604;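 also: potency is read from the fitted curve at half-maximal effect; plate controls were DMSO wells for no effect and full inhibition by NEM control for full effect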
# Target sequence (O75604 whole entry, looked up): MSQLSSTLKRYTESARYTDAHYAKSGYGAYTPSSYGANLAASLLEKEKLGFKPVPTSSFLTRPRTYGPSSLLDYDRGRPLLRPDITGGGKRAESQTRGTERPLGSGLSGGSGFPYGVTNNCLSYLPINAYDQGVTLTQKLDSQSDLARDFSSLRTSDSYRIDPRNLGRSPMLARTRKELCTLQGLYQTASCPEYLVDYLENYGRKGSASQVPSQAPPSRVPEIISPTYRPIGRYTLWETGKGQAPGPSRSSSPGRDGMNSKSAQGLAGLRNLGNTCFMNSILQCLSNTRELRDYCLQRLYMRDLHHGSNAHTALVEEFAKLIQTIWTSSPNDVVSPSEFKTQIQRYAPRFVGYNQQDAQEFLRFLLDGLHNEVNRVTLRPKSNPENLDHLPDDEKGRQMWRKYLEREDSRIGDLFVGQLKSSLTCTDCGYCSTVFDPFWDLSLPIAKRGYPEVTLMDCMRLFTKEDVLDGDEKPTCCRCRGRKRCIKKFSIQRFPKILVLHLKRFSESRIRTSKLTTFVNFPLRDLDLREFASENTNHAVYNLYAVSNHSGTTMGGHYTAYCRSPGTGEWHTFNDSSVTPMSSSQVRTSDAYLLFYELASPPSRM
#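 USP2 core (10nM final) preincubated 30min RT with compound in 20mM Tris-HCl pH 8.0, 2mM CaCl2, 2mM beta-mercaptoethanol, 0.05% CHAPS; 25nM Ub-CHOP2 plus 25nM reporter substrate added, fluorescence (Ex485/Em531) read after 60min.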
# Eya2 inh: qHTS Assay for Inhibitors of the Phosphatase Activity of Eya2. AID 488837, 2010. recombinant Eya2, OMFP fluorescence dephosphorylation (OMFP is methylfluorescein phosphate). 330,000 tested, 0.006% active. Potency, µM (top dose mostly 76.9 µM), inactives show top-dose activity, negative = inhibition, most hits filed as inhibitors; also: potency is read from the fitted curve at half-maximal effect; % is scaled to controls: 0 for no effect and ±100 for the full control effect
#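 Eya2 (0.2 uM) preincubated 10 min at ambient with compound, then OMFP substrate added at 50 uM; 10 min reaction in 50 mM HEPES pH 7.5, 50 mM NaCl, 5 uM MgCl2, 0.05% BSA, 1 mM DTT. Fluorescence read at Ex 485/Em 525 nm.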
# Active calls of the source: *; ? = inconclusive; . = no result given; [ ] = dose if it differs, or a comment. Unless noted, calls follow the shape of the dose curve; as a rule, active = well fitted curve in the direction sought with a large enough effect; inconclusive = small, poorly fitted or top-dose-only effect, or another doubt; inactive = no such curve, though single readings can be large; an effect the other way counts as inactive or inconclusive.
SMILES,ELG1 genotoxic,S-ASM inh,Integrin act MD,p53 reactivation,TRPV1 agonist,B2AR arrestin,PTAP TSG101 blk,BRCA1 expr act,uPA surface inh,USP2a block,Eya2 inh
Nn1cnnc1SCC(=O)Nc1ccc2c(c1)OCCO2,21.3%,2.0%,12.8%,11.5%,0.4,-0.1%,-7.3%,39.7%,-6.4%,2.6%,1.7%
CCCOc1ccc(/C=C2\SC(=S)N(CC3CCCO3)C2=O)cc1 (configuration not stated),7.5%,-9.2%,11.1%,26.2%,3.0,6.4%,1.2%,11.8%,-1.2%,?,0.4%
CC(C)CNC(=S)Nc1ccc(F)cc1,0.0%,2.2%,-23.6%,-0.6%,17.2,-0.4%,1.8%,10µM*,1.8%,6.4%,8.8%
COC(=O)C1SCC2C(=O)N(Cc3ccc(Cl)c(Cl)c3)CC(=O)N21 (configuration not stated),-12.7%,1.8%,41.7%,-0.7%,?,0.0%,-2.4%,-1.2%,-4.2%,0.5%,-2.3%
CC1CCN(c2ccc(NC(=O)c3ccc(Br)o3)cc2)CC1,1.46µM*,-2.0%,0.0%,?,?,-0.2%,-4.0%,?,-5.1%,-0.2%,-7.4%
C/C(=N/NC(=O)CN1CCN(Cc2ccccc2Cl)CC1)c1cccnc1,-1.8%,0.2%,-28.4%,-5.5%,-3.4,0.3%,-2.7%,-2.1%,17.1%,0.2%,12.6%
Cc1nn(-c2ccccc2)c(C)c1NC(=O)COc1ccc(C#N)cc1,-1.1%,2.5%,-2.9%,6.1%,-0.4,-0.5%,-1.2%,2.1%,2.3%,2.1%,-0.2%
Cc1occc1-c1nnc(SCC(=O)N2CC(=O)Nc3ccccc32)n1CC(C)C,-4.0%,-1.0%,17.9%,-13.5%,1.1,0.0%,-5.5%,-22.1%,1.0%,1.1%,-34.7%
CC1(C)Cc2c(sc(NC(=O)C(=O)N3CCCCC3)c2C(N)=O)CO1,3.4%,1.5%,4.6%,1.1%,5.7,-0.1%,1.8%,37.9%,5.9%,1.8%,6.6%
Cc1ccccc1OCCC(=O)OCC(=O)NC(=O)c1ccccc1,1.5%,-2.4%,17.3%,2.6%,14.0,-0.5%,-1.8%,2.3%,3.5%,0.7%,-16.2%
CC(=O)Nc1cccc(NC(=S)Nc2cccc3ccccc23)c1,?,-3.0%,-17.6%,?,2.2,-1.0%,-1.8%,38.7%,-27.1%,-0.4%,5.6%
CCCC(=O)c1cc2c(cc1NC(=O)CC)OCCO2,-2.3%,22.8%,-32.1%,-0.9%,12.1,-0.4%,-3.2%,-5.5%,-7.8%,-0.2%,16.4%
COc1ccc(OCc2cc(-c3ccc(Cl)cc3)no2)cc1,2.9%,7.3%,-11.4%,2.3%,6.3,0.0%,-6.6%,21.1%,5.5%,1.7%,11.2%
COC(=O)C1=C(SC)N(c2ccc(OC)cc2)C(c2ccccc2)CC1=O (configuration not stated),-2.4%,-1.4%,-4.9%,2.4%,0.8,0.0%,-1.7%,-10.3%,-4.0%,0.6%,5.0%
C/C(=N\NC(=O)Cn1ccc(C(F)(F)F)n1)c1ccco1,0.0%,0.4%,1.8%,2.6%,1.0,-0.6%,-0.4%,-0.5%,1.6%,0.9%,-16.3%
Cc1cccc(-n2c(=O)c3c4c(sc3n3c(=S)[nH]nc23)CCC4)c1,0.4%,2.4%,1.4%,1.2%,-0.2,-0.1%,-0.1%,5.0%,-1.3%,-6.3%,-25.1%
COc1ccccc1CC(=O)N1CCN(c2cccc(Cl)c2)CC1,-1.8%,1.9%,-10.6%,0.2%,-1.7,-0.5%,0.2%,-9.6%,-1.1%,0.4%,2.2%
C=CCC(O)c1c(-c2ccccc2)nn(C)c1Cl (configuration not stated),-8.4%,1.3%,7.1%,-5.0%,3.0,0.3%,0.1%,2.2%,0.3%,-1.3%,-14.2%
CC(C)CCN1CCC(Cc2ccccc2)(NC(=O)c2ccccc2)C1=O (configuration not stated),-5.5%,4.1%,7.5%,?,?,-1.0%,-4.1%,-36.3%,2.7%,-0.1%,-4.4%
CCCCN1C(=O)C(=O)N(CC(=O)c2cc(C)n(-c3cc(C)on3)c2C)C1=O,-0.1%,-7.6%,35.8%,6.6%,2.0,0.2%,-3.8%,11.5%,-4.7%,0.1%,6.7%
O=C(NN1CCOCC1)C12CC3CC(CC(C3)C1)C2,0.0%,-0.7%,10.5%,4.4%,1.3,-1.2%,-2.5%,-17.1%,6.3%,-0.9%,1.4%
COc1ccc(N(C)C(=O)C2CCCN2S(=O)(=O)c2cccc3nsnc23)cc1 (configuration not stated),0.2%,2.9%,4.0%,5.4%,0.5,0.2%,0.6%,1.3%,-11.2%,3.4%,-27.6%
O=C(c1ccc(CNS(=O)(=O)c2ccccc2)cc1)N1CCN(Cc2ccccc2)CC1,-15.2%,6.7%,1.2%,1.6%,-3.3,0.2%,0.2%,-69.0%,0.6%,-4.1%,-1.5%
COc1ccc(S(=O)(=O)N2CCOCC2)cc1C(=O)NC1CCCCCC1,-1.5%,2.8%,19.6%,1.5%,25.9,-0.2%,-1.2%,-6.6%,6.5%,1.1%,5.4%
Nc1nc(N2CCN(C/C=C/c3ccccc3)CC2)nc2ccccc12,-3.5%,5.9%,-8.9%,-7.9%,-1.3,0.1%,1.0%,-38.4%,6.8%,-1.5%,5.2%
CC1(c2ccccc2)NC(=O)N(CC(=O)Nc2ccc([N+](=O)[O-])cc2)C1=O (configuration not stated),-4.9%,-4.5%,-22.8%,-3.1%,3.7,0.1%,-3.0%,0.0%,0.9%,-0.8%,-4.9%
COc1ccc(-c2csc(-c3ccc(O)cc3)n2)cc1,?,18.8%,-1.7%,5.1%,-2.9,0.0%,-8.0%,101.7%,-12.1%,-3.6%,-16.2%
CCOc1ccc(CCNC(=O)CSc2cc(=O)n(C)c3ccccc23)cc1OCC,1.8%,-1.6%,-22.2%,-2.7%,0.3,-0.9%,-1.3%,-24.6%,-27.3%,4.6%,1.6%
COC(=O)CNc1nc(Cl)nc(N2CCC(C)CC2)n1,-2.3%,2.8%,6.9%,4.5%,12.6,-0.8%,-7.3%,0.5%,0.4%,0.1%,-2.0%
CN(C)/C=C/C(=O)c1cnc2n(c1=O)CCS2,-0.8%,3.0%,0.0%,-5.4%,-4.4,-0.1%,-0.3%,0.6%,3.7%,-2.2%,11.1%
S=C(Nc1ccc2nc(-c3ccccn3)c(-c3ccccn3)nc2c1)N1CCCCCC1,-2.5%,58.1%[activator],-5.2%,-1.9%,7.9,-0.1%,-5.6%,-22.9%,1.6%,3.5%,5.4%
Cc1cc(C)nc(SC2CCCCC2O)n1 (configuration not stated),-0.1%,2.2%,4.2%,-3.7%,-5.0,-0.3%,-4.6%,-4.2%,10.8%,2.9%,5.9%
COC(=O)NCCOC(=O)N(O)c1ccc(Br)cc1,2.1%,-2.6%,-26.2%,-1.8%,4.5,0.1%,-7.5%,-15.3%,.,0.6%,17.4%
Cc1ccc(S(=O)(=O)N2CCN(C(=O)CCCOc3ccc(Cl)cc3C)CC2)cc1,-3.8%,-4.1%,-28.3%,-4.0%,-0.2,0.0%,-1.3%,-81.2%[inhibitor],-22.6%,2.5%,1.0%
CCNc1nc(NCC)nc(OCCNS(=O)(=O)c2cc(C)ccc2C)n1,-2.3%,-0.4%,-28.5%,-10.6%,-22.4,-0.2%,-0.3%,-25.5%,1.7%,-1.5%,-2.3%
COc1ccc(NC(=O)CSc2nc3ccccc3c(=O)n2CCCN2CCOCC2)c(OC)c1,0.7%,-1.7%,16.4%,-4.9%,4.8,-0.3%,-4.6%,-15.1%,-1.9%,0.2%,3.5%
Cn1nnc(NC(=S)NC(=O)c2cccc3ccccc23)n1,-0.1%,0.6%,3.3%,6.1%,0.3,0.3%,-0.4%,2.5%,4.0%,-0.5%,4.3%
O=S(=O)(NCCSc1nc2ccccc2o1)c1ccccc1,-3.4%,3.4%,23.2%,4.3%,-4.9,-0.7%,-2.1%,4.3%,4.8%,-0.5%,3.9%
CCOC(=O)C1CCN(C(=O)COC(=O)C23CC4CC(CC(C4)C2)C3)CC1,0.2%,4.3%,-31.7%,4.7%,.,0.1%,-1.2%,0.5%,-1.3%,4.4%,0.6%

# An unsorted share of the library. About 2.6% of those tested had a hit in this group.
